Screening data deposited in PubChem by Fisher Drug Discovery Resource Center.
mcGAS RapidFire – mouse cGAS inhibition by mass spec. actives 0.18% (n = 130,000). inhibition, % at 12.5 µM. AID 1259397. Q8C6L5. recombinant mouse cGAS, cGAMP by RapidFire MS;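 active means inhibition of cGAS enzyme activity at or above 60%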;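 further: enzyme stimulated by 45 bp dsDNA with ATP and GTP substrates; cGAMP share of summed cGAMP plus half ATP and half GTP signals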
Target sequence (Q8C6L5 whole entry, looked up): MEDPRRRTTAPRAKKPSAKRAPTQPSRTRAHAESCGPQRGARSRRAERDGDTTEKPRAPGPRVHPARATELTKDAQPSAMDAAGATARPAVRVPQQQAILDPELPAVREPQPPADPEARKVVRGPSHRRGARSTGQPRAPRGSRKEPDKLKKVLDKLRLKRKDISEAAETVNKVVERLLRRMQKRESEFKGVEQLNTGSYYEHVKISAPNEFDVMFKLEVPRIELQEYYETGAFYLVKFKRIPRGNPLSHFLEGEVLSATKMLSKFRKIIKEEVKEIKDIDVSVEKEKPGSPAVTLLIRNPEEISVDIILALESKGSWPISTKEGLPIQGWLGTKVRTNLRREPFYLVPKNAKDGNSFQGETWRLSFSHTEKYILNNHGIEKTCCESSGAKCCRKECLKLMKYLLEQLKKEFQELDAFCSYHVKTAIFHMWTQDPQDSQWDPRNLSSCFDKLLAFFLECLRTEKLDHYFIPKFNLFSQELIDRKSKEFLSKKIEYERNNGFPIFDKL
Starred values were filed as active, the others as inactive. These rows are one share of the data, so the mix of outcomes need not match the whole.

SMILES | mcGAS RapidFire
Cc1ccc2c(c1)CCCN2Cc1nc2ccccc2c(=O)[nH]1 | 5
O=C(NNC(=O)c1ccc(F)cc1)C1=CC=CN2CCS(=O)(=O)N=C12 | -9
CSc1nc2ccc(S(=O)(=O)Nc3ccccc3C)cc2s1 | -5
Cc1ccc(CNC(=O)CCCc2ccc3[nH]c(=O)[nH]c3c2)n1C | -3
CSCCNC(=O)c1ccc(OC2CCN(C(=O)C3CC3)CC2)cc1 | -6
CN(CCCNC(=O)c1cccnc1Oc1ccccc1)c1ccccc1 | -10
N#CCSc1nsc(SCC#N)n1 | 3
CCOc1ccc(NC(=O)NCC(=O)Nc2cccnc2)cc1C | 8
NC(=O)COc1cccc(NC(=O)C2(c3ccc(Cl)cc3)CCCC2)c1 | -1
Cc1cncc(NCc2ccccc2)n1 | -9
CCN(c1cccc(F)c1)S(=O)(=O)c1cc(C(=O)O)cs1 | 11
CN(Cc1ccc2ccccc2n1)C(=O)/C=C/c1cnn(C)c1 | -10
NC(=O)c1cccc(NC(=O)[C@@H]2CCCN2c2nccc(Nc3ccccc3)n2)c1 | -1
CC(=O)Nc1ccc(-n2ccc3c(cnc4nc(C(F)(F)F)nn43)c2=O)cc1 | 4
COc1ccc(NC(=O)NCCCn2nc(-c3ccco3)ccc2=O)cc1 | 7
O=C(NCCCn1cnc2ccccc21)C1CCCN1C1=NS(=O)(=O)c2ccccc21 (stereo unspecified) | -1
C=CCNC(=O)c1ccc2c(c1)S(=O)(=O)N=C1CCCCCN12 | -7
CCOc1ccccc1C(=O)N1CCN(c2ncnc3c2nnn3C)CC1 | -4
Cc1cccc(NC(=O)C(=O)N2CC[C@H](O)[C@@H](O)C2)c1C | -15
O=C(O)C1(c2ccc(F)cc2F)CCOCC1 | -5
Cc1cccn2c(CNC(=O)CCN3CCCO3)cnc12 | -7
COc1ccccc1/C=C/CN1CC[C@@H](c2sccc2C)[C@H](O)C1 | -6
Cc1nn(CC(C)C)c(C)c1CC(=O)N1CCC(NS(=O)(=O)c2ccccc2)CC1 | -9
COc1ccccc1OCC(=O)OCc1cc(-c2cc3ccccc3o2)on1 | -7
CCOC(=O)CCC(=O)NCC1CN(c2ccc(C)cc2)C(=O)O1 (stereo unspecified) | -13
CC(C)OCCS(=O)(=O)c1cccc(C(F)(F)F)c1 | 0
CN(Cc1ccsc1)c1cc(N2CCOCC2)nc(N)n1 | -22
CN1CCN(c2ncnc3ccc(-c4cccc5[nH]ccc45)cc23)CC1 | -19
N#CCOc1ccc(C2=NO[C@@H]3[C@@H]4C[C@@H]([C@H]5C(=O)N(Cc6cccnc6)C(=O)[C@@H]45)[C@H]23)cc1 | -10
Cc1nc(N(C)C)nc(N2CCCC3(CC2)CN(C)C(=O)O3)c1C (stereo unspecified) | -2
Cc1occc1CNC(=O)C1CSCN1C(=O)C(C)(C)C (stereo unspecified) | -10
Cc1noc(C)c1S(=O)(=O)Nc1ccc(S(=O)(=O)N2CC(C)OC(C)C2)cc1 (stereo unspecified) | -9
COc1ccc(C)cc1C(=O)c1sc2nc(N)c(C#N)cc2c1N | -3
Cc1cccc(S(=O)(=O)NC(=O)C2(C)CCN2C(=O)Cc2ccc(C(C)(C)C)cc2)c1 (stereo unspecified) | 0
CCC1CN(C(=O)CCC2=NNC(=O)CC2)CCC(=O)N1Cc1ccccc1 (stereo unspecified) | -6
Cc1ccc(Cl)c(NC(=O)CN2CCCC2c2ccc3c(c2)OCCCO3)c1Cl (stereo unspecified) | -1
COc1ccc(-c2ccc(=O)n(CCCNS(=O)(=O)/C=C/c3ccccc3)n2)cc1 | 8
Cc1cc(=O)n2c(n1)SCC2CC(=O)NCc1ccc(F)cc1 (stereo unspecified) | -7
CCNc1nnc(SCC(=O)c2cc(C)n(C3CC3)c2C)s1 | -5
CCN(CC1CCCO1)C(=O)Nc1ccc(OC)cc1Cl (stereo unspecified) | -5
CC1CC(=O)c2cnc(N3CCN(c4ccccc4)CC3)nc2C1 (stereo unspecified) | -8
N#CCSc1n[nH]c(COc2ccc(Cl)cc2)n1 | -27
O=C(OCc1cc(-c2ccccc2)on1)c1ccc(F)cc1 | -6
Cc1nn(C(=O)COc2ccc(F)cc2)c(C)c1Sc1ccccc1 | 1
CC(=O)C1=C(c2cccc([N+](=O)[O-])c2)N(C(C)=O)n2cnnc2S1 | -25
CCOC(=O)c1[nH]c(C)c(C(=O)OC)c1C | -5
Cc1ncsc1CCCNC1CCC2(CCNCC2)CC1 | -6
CCN(C)C(=O)Nc1cccc(CS(=O)C2CCCCC2)c1 (stereo unspecified) | -5
Nc1nc(N)c2nc(CNc3ccc(C(=O)NC(CCC(=O)O)C(=O)O)cc3)cnc2n1 (stereo unspecified) | -5
Cn1c(Cc2cccs2)nn(CN2CCC(c3ccc(O)cc3)CC2)c1=S | -4
O=C(NNC(=O)c1cc(Cl)ccc1Cl)c1ccoc1 | 1
Cc1ccc(C(C2Sc3nc(C)nn3C2=O)N2CC(C)CC(C)C2)cc1 (stereo unspecified) | -9
CCOc1ccc(N2CC(C)Cn3c2nc2c3c(=O)n(CCOC)c(=O)n2C)cc1 (stereo unspecified) | -6
CC(C)(C)Cc1nnc(-c2cnc3onc(C4CCCC4)c3c2)o1 | -3
CC(c1cccs1)N(C)c1ncnc2c1cnn2C (stereo unspecified) | 20
Cc1nc2ccccc2nc1NCC(=O)N1CCCC1 | 1
CC(=O)c1cccc(OCc2cc(C(=O)N(C)Cc3cccnc3)n[nH]2)c1 | -3
CC(C)CNC(=O)COc1ccc2c(C(C)C)cc(=O)oc2c1 | -3
Cc1nc(CCNC(=O)NCc2ncc(C(C)(C)C)o2)cs1 | -2
COCCCNCc1c(-c2cccc(C)c2)noc1N1CCOCC1 | -9

The list goes on; it opens with the 3 that closed the last part.
SMILES | mcGAS RapidFire
CC(C)CNC(=O)COc1ccc2c(C(C)C)cc(=O)oc2c1 | -3
Cc1nc(CCNC(=O)NCc2ncc(C(C)(C)C)o2)cs1 | -2
COCCCNCc1c(-c2cccc(C)c2)noc1N1CCOCC1 | -9
O=S(=O)(CCO)Cc1csc(-c2ccsc2)n1 | 4
CC(C)CN1CCN(c2nc3c(c(=O)[nH]c(=O)n3C)n2Cc2ccc(Cl)cc2Cl)CC1 | 0
CN(CC(=O)NC1CCCCCCC1)Cc1cc(-c2ccncc2)no1 | -7
CN1CC2(CCN(Cc3nc4ccsc4c(=O)[nH]3)CC2)CC1C(=O)O (stereo unspecified) | -26
O=[N+]([O-])c1ccc(C(Nc2ncccc2O)c2ccc3cccnc3c2O)cc1 (stereo unspecified) | 2
O=C(c1ccc2ncsc2c1)N(CCN1CCOCC1)c1nc2c(F)cc(F)cc2s1 | -5
CN(Cc1nc2ccccc2s1)C(=O)c1cn2c(n1)CNCC2 | -12
COc1ccc(CN2CCC2(C)C(=O)Nc2cccc(Br)c2C)c2ccccc12 (stereo unspecified) | -6
Cc1cccc(Nc2ncnc3c2nnn3C)c1C | -9
CSc1cc(-c2csc(C(C)C)n2)ccc1NC(C)=O | 1
O=C(O)c1cccnc1CN1CCc2[nH]c3ccccc3c2C1 | -10
Cc1cc(CSc2ncccc2C(=O)N(C)C)no1 | -5
CCOc1ccc(-c2nc(CN(C)C(C)c3cccc(OC)c3)c(C)o2)cc1 (stereo unspecified) | -6
CC(C)CN1CCN(C(=O)NCc2ccc(F)cc2)C(C)C1=O (stereo unspecified) | -8
Cc1cc(C)n(-c2ccc(NCC(C)(C)S(C)(=O)=O)nn2)n1 | -18
O=C(NC1(c2cccc(Br)c2)CCC1)c1n[nH]c(=O)c2ccccc12 | -5
N#CCOc1ccc(NC(=O)CCOc2ccc(F)cc2Cl)cc1 | 3
O=C(CCC1CCCN(C(=O)/C=C/c2nc3ccccc3s2)C1)NC1CC1 (stereo unspecified) | -13
CCCCCCn1c(CN2CCN(C(=O)OCC)CC2)nc2c1c(=O)n(C)c(=O)n2C | -15
Nc1nc(=S)c2ncn([C@@H]3O[C@H](CO)[C@@H](O)[C@H]3O)c2[nH]1 | -1
O=C(NNS(=O)(=O)c1cccs1)C12CC3CC(CC(C3)C1)C2 | 10
CS(=O)(=O)c1cccc2c1CCCN2C(=O)/C=C/c1ccsc1 | 8
O=C(c1ccc(=O)[nH]c1)N1CCN(Cc2nc3ccccc3n2Cc2ccccc2)CC1 | -11
Cc1nc(C(=O)NC(c2ccc(Cl)cc2)c2cccnc2)cs1 (stereo unspecified) | -40
CCC(COC)n1cnc(-c2ccccc2)c1-c1cccc2nonc12 (stereo unspecified) | -14
c1ccc(-c2cnn3cc(CN4CCNC(c5ccccc5)C4)cnc23)cc1 (stereo unspecified) | -10
O=C(CCc1cccs1)N1CCOC(CCCc2ccccc2)C1 (stereo unspecified) | -3
CC(NC(=O)c1ccc(OCc2ccccc2C#N)cc1)c1cccs1 (stereo unspecified) | 1
COc1cccc(C(C2Sc3nc(C)nn3C2=O)N2CCC(C)CC2)c1 (stereo unspecified) | -7
CC1c2ccsc2CCN1C(=O)c1cccc(CS(C)(=O)=O)c1 (stereo unspecified) | -9
COc1ccc(CN2CCCC(Nc3ccccc3)C2)cc1OC (stereo unspecified) | -1
O=C(O)CCc1ccc(-c2ccc(Br)cc2)[nH]1 | -9
CCc1oc(C(=O)N2CCN(CC(=O)O)C(=O)C2C)cc1CN1CCCC1 (stereo unspecified) | 5
CC1CN(C(C)(C)CNC(=O)c2ccc[nH]c2=O)CC(C)O1 (stereo unspecified) | 6
CC1CCN(S(=O)(=O)N2CCCC(C(=O)NC3CCCC3)C2)CC1 (stereo unspecified) | -5
CC(C)N1CCC(CNc2cnn(C)c(=O)c2Br)C1 (stereo unspecified) | -4
O=[N+]([O-])c1cc2c(c(CSc3nnc4sc5ccccc5n34)c1)OCOC2 | -1
CN(C)c1cccc(-c2cc(Nc3ccccc3)ncn2)c1 | 5
Cc1nc(C(C)(C)C)sc1C(=O)Nc1ccc(-c2csnn2)cc1 | 9
Cc1c(C(C)NC(=O)C[n+]2cc(=O)o[nH]2)cnn1-c1cccc2ccccc12 (stereo unspecified) | 1
Cc1nc(N2CCN(C(=O)C(C)C)CC2)c2c3c(sc2n1)CCCC3 | -5
CSCC(=O)N(CC1CCN(Cc2ccccc2C)CC1)CC1CCCO1 (stereo unspecified) | -11
Cc1cc(C)c2nc(NC(=O)Cn3cncn3)sc2c1 | -14
Clc1ccc(CN2CCN(Cc3nc4ccccc4s3)CC2)s1 | -3
CCn1nc(C)cc1C(=O)NCc1cccnc1N1CCOCC1 | -9
Cc1cc(NC(=O)N(C)C2CCCc3ccccc32)no1 (stereo unspecified) | -6
CCc1nnc(NC(=O)CSc2nc3c(c(=O)n2CC)SC(C)C3)s1 (stereo unspecified) | -8
COc1cccc(COc2coc(C(=O)NC(C)c3ccccc3)cc2=O)c1 (stereo unspecified) | -4
O=C1CSC(c2cccnc2)N1c1ccc(Cl)cc1 (stereo unspecified) | -11
Cc1cc(Cn2cnc(-c3ccccc3)c2-c2cccn2-c2ncccn2)n[nH]1 | -20
CC(=O)Cn1c(=O)c2c(nc3n2CCCN3c2ccc(C)cc2C)n(C)c1=O | -1
O=C(Nc1ccccc1I)NC1CCSC1 (stereo unspecified) | -14
O=C(O)c1ccc2cc(-c3ccc(O)c(C45CC6CC(CC(C6)C4)C5)c3)ccc2c1 | -3
Cc1cc(-c2ccc3c(c2)OCCO3)cnc1N | -10
O=C(COc1ccc2ccccc2c1)N1CCN=C1SCc1cccnc1 | -3
CNC(=O)[C@@H]1C[C@@H](N)CN1Cc1ccc(Oc2ccccc2)nc1 | 3
Cc1nc2ccc(Cl)cn2c(=O)c1NC(=O)C1CCCCC1 | 8
Cc1ccc(S(=O)(=O)N2CCCC(CCC(=O)NCc3ccccc3F)C2)s1 (stereo unspecified) | -8
CN(Cc1ccccc1Cl)c1nc(C2CC2)ns1 | 3
CCN(CC)c1nc(Cl)nc(N(C)C#N)n1 | -9

The closing seven records of the section above lead into the next:
SMILES | mcGAS RapidFire
Cc1cc(-c2ccc3c(c2)OCCO3)cnc1N | -10
O=C(COc1ccc2ccccc2c1)N1CCN=C1SCc1cccnc1 | -3
CNC(=O)[C@@H]1C[C@@H](N)CN1Cc1ccc(Oc2ccccc2)nc1 | 3
Cc1nc2ccc(Cl)cn2c(=O)c1NC(=O)C1CCCCC1 | 8
Cc1ccc(S(=O)(=O)N2CCCC(CCC(=O)NCc3ccccc3F)C2)s1 (stereo unspecified) | -8
CN(Cc1ccccc1Cl)c1nc(C2CC2)ns1 | 3
CCN(CC)c1nc(Cl)nc(N(C)C#N)n1 | -9
COc1ccc(CN2CCCC(CO)(CCc3ccccc3)C2)c(OC)c1 (stereo unspecified) | -2
Cc1cccc(NC(=O)CCC2CCN(C(=O)CSc3ccccc3)CC2)c1 | 7
Cc1ccc(C(CN2CCOCC2)NC(=O)NCCc2ccccc2F)cc1 (stereo unspecified) | -4
CN(C)Cc1nnc(C(=O)N2CCC(CCCc3ccccc3)CC2)o1 | -2
CCn1cnnc1CCNc1nc(-c2ccncc2)nc2c1CCNC2 | -21
O=C(/C=C/c1cnc[nH]1)NCc1ccccc1C(F)(F)F | -4
COc1cccc(CN2CCC2(C)C(=O)Nc2cccc(Br)c2C)c1F (stereo unspecified) | -8
Cc1cc(N2CCOCC2)nc(Nc2ccc(NC(=O)CC(C)C)cc2)n1 | -5
COc1cc(C)ccc1C(=O)NCC(C)(C)OC | -4
O=C1OC(c2ccc(Cl)cc2)=N/C1=C\C(Cl)=C\c1ccccc1 | -5
